# Source: PubChem BioAssay (National Center for Advancing Translational Sciences (NCATS))
# ASM inhibitor: Inhibitors of Secretory Acid Sphingomyelinase (S-ASM): qHTS. hit rate 0.006% among 340,000. Sphingomyelin phosphodiesterase (Homo sapiens), P17405. Potency, µM (highest dose often 57.5 µM), for inactives: at the top dose activity change, negative = inhibition, actives largely listed as inhibitors. placental ASM, HMU-PC fluorogenic substrate, 60 min; also: potency is read from the fitted curve at half-maximal effect
# Target sequence (P17405 47-631 limits assumed): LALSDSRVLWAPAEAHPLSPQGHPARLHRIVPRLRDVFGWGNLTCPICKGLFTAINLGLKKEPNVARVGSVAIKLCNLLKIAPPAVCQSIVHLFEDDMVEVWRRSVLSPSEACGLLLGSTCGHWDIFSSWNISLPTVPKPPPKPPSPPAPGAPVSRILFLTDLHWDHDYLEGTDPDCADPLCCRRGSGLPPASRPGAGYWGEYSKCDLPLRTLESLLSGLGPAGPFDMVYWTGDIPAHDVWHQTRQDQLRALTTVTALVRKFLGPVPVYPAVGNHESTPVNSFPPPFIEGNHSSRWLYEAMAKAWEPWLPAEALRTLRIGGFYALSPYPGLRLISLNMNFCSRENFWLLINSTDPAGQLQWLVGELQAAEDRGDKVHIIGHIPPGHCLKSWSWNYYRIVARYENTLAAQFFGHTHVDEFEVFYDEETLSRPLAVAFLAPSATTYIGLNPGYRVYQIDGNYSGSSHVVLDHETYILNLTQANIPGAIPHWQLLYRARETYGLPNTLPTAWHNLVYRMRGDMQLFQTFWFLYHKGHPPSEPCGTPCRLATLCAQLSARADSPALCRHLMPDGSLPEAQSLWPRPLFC
#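 Fluorescence read-out (Ex 386 nm, Em 447 nm) after stopping the reaction at pH 10. Enzyme: ASM from human placenta; substrate HMU-PC0, 9 uM final; 60 min, 37 °C. Compound preincubation 10 min, ambient temperature.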
# MLL CXXC-DNA inh: qHTS Fluorescence Polarization Assay for Inhibitors of MLL CXXC domain - DNA interaction. MLL-CXXC / FITC-HOXA9 DNA fluorescence polarization. Potency, µM (top dose mostly 115 µM), inactives show at the highest dose activity change, negative = inhibition, usual class: inhibitors. hit rate 0.037% among 290,000. AID 2662, 2010; active = well fitted inhibition curve with a large enough effect in the polarisation, with a control signal flat, not every such curve was filed as active; inconclusive = small, poorly fitted or top-dose-only effect, or effect the other way, or a change in a side signal; inactive = no such curve, though single readings can be large or run the other way; the % refers to the polarisation; also: potency is read from the fitted curve at half-maximal effect
#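 Steps: dispense CXXC domain solution (7 uM) → pin compounds or unlabeled HOX-A9 DNA control → 5 min ambient → add FLSN-HOX-A9 solution (50 nM) → spin → 30 min ambient → fluorescence polarization. Tris pH 7.5/NaCl/DTT/BSA buffer.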
# TCR activator: Activators of T cell receptors: qHTS campaign | AID 504894, 2011 | 330,000 tested, under 10 active | Potency, µM (titrated, usually from 9.22 µM), inactives show top-dose activation of IL-2 secretion, actives largely listed as activators | primary human leukocytes, anti-CD3, IL-2 HTRF, 48 h; also: % of control where 0% means no effect
#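 Primary human leukocytes receive a-CD3 beads and test compound and are incubated 48 hr. Secreted IL-2 is then assayed by HTRF, measuring 665nm acceptor emission after 320nm excitation of the europium donor.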
# PTAP TSG101 blk: qHTS Assay for Iinhibitors of HIV-1 Budding by Blocking the Interaction of PTAP/TSG101; AID 493005, 2010; Fluorescence polarization, FITC-PTAP peptide / Tsg101 binding; Potency, µM (highest dose often 115 µM), without a hit: at the top dose activity change, negative = inhibition, actives largely listed as inhibitors; 340,000 tested, under 10 active; Tumor susceptibility gene 101 protein (Homo sapiens), Q99816; active = well fitted inhibition curve with a large enough effect in the main read-out, with a control signal flat, not every such curve was filed as active; inconclusive = small, poorly fitted or top-dose-only effect, or effect the other way, or a change in a side signal; inactive = no such curve, though single readings can be large or run the other way; also: potency is read from the fitted curve at half-maximal effect; % of control where 0% means no effect
#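 Fluorescence polarization binding of Tsg101 binding domain (10 uM final) to FITC-labeled PTAP peptide (50 nM final) in HEPES pH 7.5 buffer with NaCl, Tween 20, EDTA, TCEP. Compounds added before peptide; binding 20 min at RT.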
# MBNL1-CUG inh: qHTS Assay for Inhibitors of MBNL1-poly(CUG) RNA binding | Muscleblind-like protein 1 (Homo sapiens), Q9NR56 | TR-FRET MBNL1-His/biotin-(CUG)12 binding, 665/545 ratio | Potency, µM (highest dose often 57.5 µM), for the others: at the top dose activity change, negative = inhibition, actives largely listed as inhibitors | hit rate 0.036% among 280,000 | AID 2675, 2010; active = well fitted inhibition curve with a large enough effect in the signal ratio, with a control signal flat, not every such curve was filed as active; inconclusive = small, poorly fitted or top-dose-only effect, or effect the other way, or a change in a side signal; inactive = no such curve, though single readings can be large or run the other way; the % refers to the signal ratio; also: potency is read from the fitted curve at half-maximal effect; % is scaled to controls: 0 for no effect and ±100 for the full control effect
# Target sequence (Q9NR56 whole entry, looked up): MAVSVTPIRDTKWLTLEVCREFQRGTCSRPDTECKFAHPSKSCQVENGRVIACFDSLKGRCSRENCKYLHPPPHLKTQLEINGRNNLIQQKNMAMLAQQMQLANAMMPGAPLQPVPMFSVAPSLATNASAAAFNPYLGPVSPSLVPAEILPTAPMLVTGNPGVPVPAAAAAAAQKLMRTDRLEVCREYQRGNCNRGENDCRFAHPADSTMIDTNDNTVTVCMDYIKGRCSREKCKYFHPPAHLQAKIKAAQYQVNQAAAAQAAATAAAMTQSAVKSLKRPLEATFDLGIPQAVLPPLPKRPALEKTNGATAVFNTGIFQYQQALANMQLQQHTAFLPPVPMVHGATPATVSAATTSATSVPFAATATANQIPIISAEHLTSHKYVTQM
#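 Compounds (final 92 nM to 58 uM) are added to His-tagged MBNL1 and biotin-(CUG)12, then terbium anti-His antibody and streptavidin-XL665 (5 nM final). After 60 min at room temperature, the 665/545 nm ratio is read.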
# Menin-MLL TR inh: qHTS Assay for Inhibitors Targeting the Menin-MLL Interaction in MLL Related Leukemias: Competition With Texas Red Labeled MLL-derived Mutant Peptide. O00255. hit rate 0.23% among 270,000. Potency, µM (top dose mostly 61.6 µM), without a hit: top-dose FP activity change, negative = inhibition, hits mostly inhibitors. Menin + Texas Red MLL mutant peptide, fluorescence polarization. AID 1768, 2009; active = well fitted inhibition curve with a large enough effect in the polarisation, with a control signal flat, not every such curve was filed as active; inconclusive = small, poorly fitted or top-dose-only effect, or effect the other way, or a change in a side signal; inactive = no such curve, though single readings can be large or run the other way; the % refers to the polarisation; also: potency is read from the fitted curve at half-maximal effect; % of control where 0% means no effect; many of its hits are not listed in these tables
# a7 integrin act: qHTS for Activators of Integrin-Mediated Alleviation for Muscular Dystrophy; AID 624291, 2012; Potency, µM (titrated, usually from 38.3 µM), without a hit: top-dose activation, actives largely listed as activators; hit rate 0.064% among 350,000; alpha7betagal myoblasts, beta-gal FDG fluorescence, 48 h;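 also: potency is read from the fitted curve at half-maximal effect; 100% = response of the positive control SU9516; nearly all actives have a fitted effect of over 60% in size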
#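 Alpha7betagal+/- myoblasts (passage 13) were plated 16-24 hr, then exposed to compounds (1:260 dilution of DMSO stock) for 48 hours at 37C. After MPER lysis, β-galactosidase reporter activity was read as FDG fluorescence (ex 480/em 540) after 30 minutes.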
# AT treatment: qHTS Assay for Identifying a Potential Treatment of Ataxia-Telangiectasia; […] A-T fibroblasts, KAP-1 phosphorylation AlphaLISA; neocarzinostatin DNA damage 30 min before lysis; hit rate 0.19% among 320,000; Potency, µM (titrated, usually from 57.5 µM), for the others: top-dose activation, hits mostly activators; also: potency is read from the fitted curve at half-maximal effect; % of control where 0% means no effect; nearly all actives have a fitted effect of over 45% in size
#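 hTERT-immortalized A-T patient fibroblasts ([…]), 500 cells/well in OPTI-MEM, 1% FBS, got compounds for 60 min, then NCS for 30 min at 37C. Lysates were then assayed for phospho-KAP-1 by AlphaLISA (anti-pKAP1 donor, anti-KAP1 acceptor beads), 6 hr at 25C.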
# TSHR antag: Antagonists of the Thyroid Stimulating Hormone Receptor: HTS campaign; Thyrotropin receptor (Homo sapiens), P16473; hit rate 0.2% among 330,000; TSHR-expressing cells, TSH-stimulated cAMP HTRF, 2 h; stronger effect = lower value; AID 504810, 2011; activity change, negative = inhibition, % at 11.5 µM;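 active = activity change below a set negative limit, meaning inhibition stronger than a set level, cut at about -70% in these data; inconclusive = activity change between two set negative limits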; also: % is scaled to controls: 0 for no effect and ±100 for the full control effect
#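 TSHR-expressing cells were treated with compounds, then stimulated with TSH at EC80 (4nM final) for 2 hours at 37 deg C. Cellular cAMP was measured by HTRF competition between lysate cAMP and cAMP-d2 for a cryptate-labelled anti-cAMP antibody.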
# Mito fusion yeast: qHTS Assay for Small Molecule Inhibitors of Mitochondrial Division or Activators of Mitochondrial Fusion | hit rate 0.23% among 320,000 | AID 485298, 2010 | S. cerevisiae fusion-defective mutant growth rescue, CellTiterGlo 48 h | Potency, µM (titrated, usually from 46.1 µM), for the others: at the highest dose growth rescue (activation), most hits filed as activators;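 also: potency is read from the fitted curve at half-maximal effect; % of control where 0% means no effect; nearly all actives have a fitted effect of over 45% in size; temperature-sensitive fusion mutants such as fzo1-1 at 37 °C on non-fermentable ethanol glycerol medium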
#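 Read-out: ATP-based luminescence (CellTiterGlo, 10 min ambient) reporting growth of fusion-defective ts yeast after 48 hours at 37C on glycerol/ethanol YPEG medium in the presence of compound.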
# The depositor's hits bear a star; ? = inconclusive; nt = no result given; [ ] = dose if it differs, or a comment. Unless noted, calls follow the shape of the dose curve; as a rule, active = well fitted curve in the direction sought with a large enough effect; inconclusive = small, poorly fitted or top-dose-only effect, or another doubt; inactive = no such curve, though single readings can be large; an effect the other way counts as inactive or inconclusive.
SMILES,ASM inhibitor,MLL CXXC-DNA inh,TCR activator,PTAP TSG101 blk,MBNL1-CUG inh,Menin-MLL TR inh,a7 integrin act,AT treatment,TSHR antag,Mito fusion yeast
CCCCn1c(N)c(N(CCOC)C(=O)c2cc(CC)c(C)s2)c(=O)[nH]c1=O,13%,nt,2%,-3%,nt,nt,9%,-2%,3,5%
CCCN(CC(=O)Nc1ccccc1C)C(=O)c1cccc(S(=O)(=O)N2CCc3ccccc3C2)c1,-9%,8%,17%,1%,4%,nt,0%,-4%,-22,3%
COC(=O)COc1ccc(S(=O)(=O)NCc2cccnc2)cc1C,4%,-7%,-3%,0%,-3%,-19%,4%,10%,-7,1%
O=C(Nc1ccccn1)c1ccc(NC(=O)c2ccco2)cc1,1%,-3%,9%,-7%,5%,-1%,3%,-5%,-6,-1%
O=S(=O)(c1ccc(Br)s1)N1CCC(Cc2ccccc2)CC1,-6%,-8%,-2%,4%,-20%,15%,-21%,2%,-16,0%
O=C(OCc1cccc2ccccc12)c1ccc2c(=O)[nH]c(CN3CCOCC3)nc2c1,-2%,-13%,nt,-4%,9%,8%,7%,1%,-3,6%
CC1CC(C)(C)CC2(C1)NC(=O)N(CC(=O)Nc1cc([N+](=O)[O-])ccc1F)C2=O (stereo not drawn),-6%,nt,nt,-1%,nt,nt,-35%,4%,-3,-2%
COc1ccc(CSc2nc(C)cc(=O)[nH]2)cc1Br,-2%,0%,nt,nt,-1%,20%,6%,-8%,0,9%
O=C(CCC1CCCN(C(=O)c2ccc3c(c2)OCCO3)C1)NCc1ccccc1F (stereo not drawn),4%,11%,1%,-4%,2%,2%,1%,0%,6,3%
COCCNC(=O)C(c1ccncc1)N(C(=O)Cn1nnc2ccccc21)c1ccc(OC)cc1 (stereo not drawn),0%,11%,6%,-4%,-1%,-29%,-13%,-1%,-1,2%
Cc1ccc(S(=O)(=O)N2CCN(C(=O)NCc3ccc(F)cc3)CC2)c(C)c1,-4%,1%,-7%,-4%,-8%,-18%,7%,4%,-11,9%
CC12CCC(C(=O)NCc3ccc(F)cc3)(OC1=O)C2(C)C (stereo not drawn),1%,9%,4%,-1%,-4%,3%,38%,-4%,-6,0%
O=C1C=C(NCc2ccc(Cl)cc2)CC(c2ccco2)C1 (stereo not drawn),1%,2%,-1%,-7%,-6%,4%,12%,0%,2,-2%
Cc1cc(OC(C)C(N)=O)nc(-c2ccccc2)n1 (stereo not drawn),5%,1%,-9%,-5%,-3%,-15%,1%,-2%,1,-3%
O=S(=O)(NC1CC1)c1ccc(S(=O)(=O)N2CCc3ccccc32)cc1,0%,-9%,2%,-13%,-4%,-7%,-29%,3%,4,6%
FC(F)(F)c1cccc(N2CCN(C(=S)NC3CCCCC3)CC2)c1,-6%,6%,13%[46.1 µM],-1%,-1%,15%,-36%,7%,-20,-12%
CCOC(=O)CCCC(=O)N1CCOCCOCCOCC1,2%,-6%,9%,-4%,-6%,nt,7%,-2%,27,-5%
COc1cccc(CNS(=O)(=O)c2ccc3c(c2)C(C)(C)C(=O)N3C)c1,0%,4%,-3%,-6%,3%,nt,-19%,5%,-3,-8%
O=C(Oc1ccc(C(=S)N2CCOCC2)cc1)c1ccccc1[N+](=O)[O-],-1%,?,-5%,-1%,?,24%,0%,-8%,-2,6%
COc1cccc(CCNC(=O)CC2C(=O)NCCN2CC(C)(C)C)c1 (stereo not drawn),11%,1%,nt,-2%,14%,0%,-8%,3%,-6,0%
Nc1nc(Sc2ccc(C(F)(F)F)cn2)n[nH]1,2%,-1%,1%[46.1 µM],-3%,-20%,2%,7%,2%,6,-2%
CCCCC(NC(C)=O)c1nc2ccccc2[nH]1 (stereo not drawn),7%,17%,1%,-3%,-7%,3%,-20%,17%,-8,5%
CCN1CCN(C(=O)C2CCC(=O)N(Cc3cccc(C(F)(F)F)c3)C2)CC1 (stereo not drawn),1%,18%,1%,-11%,-5%,9%,10%,9%,15,1%
CC(=O)Nc1cccc(NC(=O)CCCC2CCCCC2)c1,-3%,25%,-5%,0%,3%,nt,-18%,12%,-1,-1%
CSCCC(NC(=O)c1cncc(Br)c1)C(=O)O (stereo not drawn),2%,-10%,-5%,0%,-10%,18%,15%,nt,nt,-7%
CCn1cc(CN2CCC(n3nccc3NC(=O)C(OC)c3ccccc3)CC2)cn1 (stereo not drawn),0%,nt,6%,-5%,nt,nt,15%,nt,nt,nt
Cn1c(CNC(=O)CNC(=O)c2cccc(F)c2)cc(=O)n(C)c1=O,0%,-8%,-2%,-4%,-5%,5%,?,3%,-3,1%
CC(C)c1ccc(NC2CCCN(C(=O)c3ccc(N4CCOCC4)cc3)C2)cc1 (stereo not drawn),nt,4%,-4%,-1%,2%,nt,-14%,-4%,-2,-1%
O=C(O)CN(c1ccccc1[N+](=O)[O-])S(=O)(=O)c1ccccc1,10%,8%,2%,-1%,9%,2%,-2%,5%,0,-2%
Cc1ccc(-c2nnc(N3CCN(S(C)(=O)=O)CC3)c3ccccc23)cc1,-1%,0%,-1%,-8%,8%,-17%,20%,8%,18,28%
Oc1ccc(/C=N/N2CCCCC2)cc1O,-3%,5%,2%,-3%,11%,?,-20%,-17%,-8,-4%
N#Cc1cc([N+](=O)[O-])ccc1NC(=O)CSc1n[nH]c(=O)n1C1CC1,-1%,nt,nt,-1%,nt,nt,-5%,8%,0,-1%
COc1ccccc1CN(Cc1nc2ccccc2c(=O)[nH]1)C(=O)Nc1ccccc1C,0%,-3%,0%,-8%,-8%,-11%,1%,4%,10,6%
COCC(=O)Nc1ccc(Br)cc1C,2%,27%,-2%,-2%,3%,29%,-14%,3%,0,5%
COc1ccc(N=Cc2sc(O)c3ccccc23)cc1,?,?,1%,?,?,-11%,11%,-1%,19,21%
CCN(Cc1ccncc1)C(=O)c1cc(COc2c(C)cccc2C)on1,3%,-2%,0%,-2%,-4%,?,11%,-3%,-17,0%
CC(C)(C)C1(C)OC(C(N)=O)C(C(N)=O)O1 (stereo not drawn),-3%,2%,13%,-4%,-1%,11%,20%,3%,21,-2%
NC(=O)c1ccccc1OCC(=O)N1CCCc2ccccc21,-2%,-6%,-3%,-1%,2%,-27%,9%,2%,0,-13%
O=C(O)c1ccc(NC(CSCc2ccccc2F)C(=O)O)c([N+](=O)[O-])c1 (stereo not drawn),-2%,0%,-6%,-10%,?,6%,14%,8%,0,0%
Nc1cc(C(=O)OCC(=O)N2CCOCC2)ccc1Cl,2%,-13%,-2%,-4%,4%,17%,26%,-4%,-5,-3%
S=c1nc(-c2ccccc2)n(Cc2ccco2)c2c1CCCC2,nt,8%,nt,nt,34%[activator],-1%,nt,nt,19,-3%
Nc1ccc2nc(CN3CCOCC3)[nH]c2c1,-2%,-22%,1%,-2%,10%,-1%,29%,-4%,7,-1%
Cc1ccc(NC(=O)NC2CC(=O)N(c3ccc4c(c3)OCCO4)C2)cc1 (stereo not drawn),nt,nt,2%,-3%,nt,nt,0%,-6%,0,-2%
O=C(c1cccc(-n2cccc2)c1)N1CCN(S(=O)(=O)c2ccccc2Br)CC1,-3%,nt,3%,-2%,nt,nt,3%,-1%,2,15%
Cc1oc(-c2cccs2)nc1CN1CCN(CC(C)C)C(CCO)C1 (stereo not drawn),64%[activator],-4%,nt,3%,3%,-2%,8%,4%,1,-3%

# The list is partial; the hit share may differ from the screen's.
